High-throughput results (PubChem)
IL-1B inflam inh: blocks inflammasome-driven IL-1 beta release | AID 743279 | activity change, % at 57.5 µM | THP-1 LPS/ATP IL-1B secretion, AlphaLISA, 16 h; active compounds read low | actives 4.7% (n = 360,000); in the data active = activity change below about -50%; inconclusive = mostly about -30% to -49%; note: % is set by controls: 0 for no effect and ±100 for the full control effect
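Secreted IL-1B measured by AlphaLISA bead assay after 16 h compound exposure of THP-1 cells; compounds (final up to 57.5 uM) added 1 h before LPS (250 ng/mL) and ATP (1.25 mM) stimulation; lower signal means less secretion.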
HEK293 tox: cytotoxicity counter-screen for GLP-1 receptor inverse agonists; HEK293 cAMP-luciferase reporter cells, luminescence, 24 h; Potency, µM (titrated, usually from 38.3 µM), inactives show at the highest dose activity change, negative = inhibition, most hits filed as inhibitors; actives 0.13% (n = 410,000); AID 624418;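 note: loss of luciferase light is scored as toxicity; potency is the fitted concentration of half-maximal effect; % is set by controls: 0 for no effect and ±100 for the full control effect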
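Quantitative HTS format, 1536 wells, 200 cells/uL seeded. Compounds: 23 nL, 24 h, 37 °C. Detection: luciferase reagent, luminescence at 12 min RT; decreased signal taken as cytotoxic.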
KB-V1 MDR tox: KB-V1 MDR subline cytotoxicity | KB-V1 MDR cells viability, CellTiter-Glo, 72 h | Potency, µM (series often up to 46.1 µM), for inactives: top-dose activity change, negative = cytotoxicity, most hits filed as cytotoxic | actives 3.4% (n = 400,000) | AID 1347076; note: potency is the fitted concentration of half-maximal effect; % is set by controls: 0 for no effect and ±100 for the full control effect; nearly all actives have a fitted effect of over 60% in size
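Readout: CellTiter-Glo luminescence, 10 min after addition. Cells: KB-V1 MDR subline, 72 h at 37 degrees C with compound. Analysis: corrected, normalized data fitted to concentration-effect curves.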
MCF10A rerep: inducers of DNA re-replication in MCF 10A breast cells; MCF 10A DNA re-replication, Hoechst nuclear intensity, 48 h; actives 2.9% (n = 350,000); Potency, µM (series often up to 46.1 µM), inactives show at the highest dose activity, positive = re-replication, usual class: activators; note: potency is the fitted concentration of half-maximal effect; % of control where 0% means no effect; nearly all actives have a fitted effect of over 50% in size
D3 ag: activates the human D3 dopamine receptor. D3R DiscoveRx beta-arrestin cells, luminescence, 90 min. max activation, %. actives 0.58% (n = 410,000). AID 652048; in the data active = max activation above about 30%; note: 0% is about no effect; mostly tested at two doses, the higher about 12 µM
Target sequence (P35462 whole entry, looked up): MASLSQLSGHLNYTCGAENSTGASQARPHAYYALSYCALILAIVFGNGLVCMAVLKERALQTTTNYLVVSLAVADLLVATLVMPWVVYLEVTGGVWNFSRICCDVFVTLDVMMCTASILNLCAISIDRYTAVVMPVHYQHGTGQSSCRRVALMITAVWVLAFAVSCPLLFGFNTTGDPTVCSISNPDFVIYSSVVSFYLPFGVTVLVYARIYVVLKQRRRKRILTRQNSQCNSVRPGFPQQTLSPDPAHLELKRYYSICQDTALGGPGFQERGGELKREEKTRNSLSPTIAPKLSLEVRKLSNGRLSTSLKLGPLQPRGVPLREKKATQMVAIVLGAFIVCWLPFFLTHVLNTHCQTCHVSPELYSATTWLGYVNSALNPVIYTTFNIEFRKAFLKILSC
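Agonist mode: compounds and dopamine controls were applied to plated cells for 90 min at 37 degrees C after an overnight attachment at 1500 cells/well. Luminescent read-out followed 30 - 60 minutes at room temperature with DiscoveRx detection reagent.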
HT1080 IDH1KD tx: HT-1080 IDH1 knockdown cell toxicity (counter line). HT-1080 IDH1 knockdown viability, ATP luminescence, 48 h. Potency, µM (top dose mostly 46.1 µM), for inactives: at the highest dose activity, negative = toxicity, usual class: cytotoxic. actives 2% (n = 360,000). AID 686971;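 note: potency is the fitted concentration of half-maximal effect; 0% = DMSO wells and -100% = cell-free medium wells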
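Assay cells: HT-1080 with IDH1 knockdown, 750 per well, RPMI/5% FBS. Exposure: 48 h at 37 °C following 2 h pre-incubation. Read: CellTiter-Glo luminescence; fitted concentration-response, curve class assigned.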
KB-3-1 cytotox: KB-3-1 parental cell cytotoxicity | KB-3-1 viability, CellTiter-Glo ATP luminescence, 72 h | Potency, µM (top dose mostly 46.1 µM), inactives show at the top dose activity change, negative = cytotoxic, most hits filed as cytotoxic | actives 1.4% (n = 400,000); note: potency is the fitted concentration of half-maximal effect; % is set by controls: 0 for no effect and ±100 for the full control effect; nearly all actives have a fitted effect of over 60% in size
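Cells are dispensed, compounds pinned in, plates held at 37 °C for 72 h, then CellTiter-Glo is added and luminescence read after 10 minutes. Cell line: parental KB-3-1 in phenol-red-free DMEM, 10% FBS.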
SW480 rerep: induces DNA re-replication in SW480 colon adenocarcinoma cells. Potency, µM (doses to about 46.1 µM), for the others: top-dose re-replication activation, actives largely listed as activators. actives 1.8% (n = 340,000). AID 624297. SW480 DNA re-replication, Hoechst DNA content imaging, 48 h; note: potency is the fitted concentration of half-maximal effect; % of control where 0% means no effect; nearly all actives have a fitted effect of over 55% in size
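Cells (250 per well) received 23 nL compound or DMSO by pin tool and were kept 48 hr at 37 C, 5% CO2. Nuclei were then stained with Hoechst for 40 min and scanned for DNA content.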
HT1080-NT tox: kills 2HG-producing HT-1080-NT fibrosarcoma cells | HT-1080-NT fibrosarcoma viability, CellTiter-Glo ATP luminescence, 48 h | Potency, µM (doses to about 46.1 µM), inactives show top-dose activity, negative = less viability, actives largely listed as cytotoxic | actives 1.6% (n = 360,000) | AID 686970;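 note: NT is the 2HG producing partner of a matched IDH1 knockdown line; potency is the fitted concentration of half-maximal effect; 0% = DMSO-treated cells and -100% = media-only wells without cells; nearly all actives have a fitted effect of over 55% in size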
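Toxicity toward the 2HG-producing NT line was scored as %Activity, normalised to DMSO and no-cell wells, from CellTiter-Glo luminescence after 48 hours' treatment.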
* = called active by the depositor; ? = inconclusive; nt = no result given; & = joins results of further samples; [ ] = another dose, or the depositor's remark. Unless noted, calls come from the whole dose curve; as a rule, active = well fitted curve in the direction sought with a large enough effect; inconclusive = small, poorly fitted or top-dose-only effect, or another doubt; inactive = no such curve, though single readings can be large; an effect the other way counts as inactive or inconclusive. An unsorted share of the library; any-hit rate near 11%.

1. COc1ccc(-c2noc(-c3ccccc3C(=O)NCc3ccco3)n2)cc1
2. FC(F)Sc1ccc(NC2=NCCCCC2)cc1
3. COc1cccc(N2CCN(c3c4c(nc5ncnn35)CCC4)CC2)c1
4. CC(=O)c1ccc(-c2ccc(C(=O)NCC(c3ccco3)N(C)C)o2)cc1 (stereo unspecified)
5. Cc1noc(NS(=O)(=O)c2ccc(NC(=O)CCn3c(=O)oc4ccccc43)cc2)c1C
6. Cc1ccnc(NC(=O)c2cccc(NC(=O)COc3ccccc3)c2)c1

entry no.	1	2	3	4	5	6
IL-1B inflam inh	0	-10	-14	-12	1	1
HEK293 tox	-9%	9%	3%	-5%	4%	0%
KB-V1 MDR tox	?	-15%	?	-1%	0%	-11%
MCF10A rerep	4%	-2%	4%	18%	6%	7%
D3 ag	5	-3	8	1	1	-11
HT1080 IDH1KD tx	-8%	7%	-22%	-13%	4%	0%[9.24 µM]
KB-3-1 cytotox	-5%	6%	23µM*	6%	?	7%
SW480 rerep	3%	-24%	-1%	-5%	-8%	?
HT1080-NT tox	-5%	-6%	-2%	-3%	12%	-9%

7. O=C(Nc1cccn2ncnc12)c1ccc(Cl)cc1
8. Cc1cccc(C(=O)NC2CCN(CC(=O)N3CCOCC3)CC2)c1
9. CC(C(=O)OCC(=O)NC1CCCC1)N1C(=O)c2ccccc2C1=O (stereo unspecified)
10. CCN1C(=O)C(O)(CC(=O)c2cccc(-n3cccc3)c2)c2ccccc21 (stereo unspecified)
11. Cc1ccc(NS(=O)(=O)c2cccc(C(=O)N(C)Cc3cccs3)c2)cc1
12. CCOC(=O)c1[nH]c(=O)[nH]c1COC(=O)c1cc2ccccc2o1

entry no.	7	8	9	10	11	12
IL-1B inflam inh	51	28	7	?	-5	11
HEK293 tox	-11%	2%	-20%	-6%	6%	18%
KB-V1 MDR tox	?	9%	nt	8%	-30%	1%
MCF10A rerep	1%	7%	7%	?	10%	-4%
D3 ag	0	-1	0	-7	-4	-2
HT1080 IDH1KD tx	1%	9%	17%	-5%	-5%	6%
KB-3-1 cytotox	1%	6%	nt	-1%	-8%	2%
SW480 rerep	-8%	2%	-3%	16%	-1%	-4%
HT1080-NT tox	0%	19%	0%	0%	2%	1%

13. COc1ccc(C(CC(=O)Nc2ncccc2C)N2Cc3ccccc3C2=O)cc1 (stereo unspecified)
14. O=S(=O)(NCC1CCCO1)c1ccc(S(=O)(=O)N(Cc2ccccc2F)C2CCCCC2)cc1 (stereo unspecified)
15. CCCOc1ccc(/C=c2\sc3nc(-c4ccco4)nn3c2=O)cc1OCC
16. CCc1ccc(S(=O)(=O)Nc2cccc(-c3ccc4nnc(C)n4n3)c2)s1
17. COC(=O)[C@H](NC(=O)c1cc(-c2ccccc2)nc2ccccc12)c1ccccc1
18. COc1ccc(S(N)(=O)=O)cc1C(=O)N1CCCC1

entry no.	13	14	15	16	17	18
IL-1B inflam inh	-8	-8	-9	49	-23	-9
HEK293 tox	-4%	7%	39%[activator]	14%	-8%	7%
KB-V1 MDR tox	-6%	?	0%	-5%	-25%	1%
MCF10A rerep	3%	?	-2%	17%	?	-1%
D3 ag	-7	1	-20	2	-29	10
HT1080 IDH1KD tx	0%	6%[9.24 µM]	-3%	-14%	-5%	19%
KB-3-1 cytotox	3%	-7%	1%	?	0%	4%
SW480 rerep	10%	-2%	-1%	-10%	-75%[inhibitor]	-3%
HT1080-NT tox	8%	?	1%	-22%	-4%	8%

19. CC1=NOC(=O)/C1=C\c1ccc2c(c1)OCO2
20. CCN(CC)C(=O)c1sc(NC(=O)Cc2ccc(OC)cc2)c(C#N)c1C
21. CC(C)S(=O)(=O)C1=NSC2=NC(=O)/C(=C\c3ccc(-c4cccc(C(=O)O)c4)o3)C(=N)N21
22. O=C(CSc1nnc(-c2cccnc2)n1Cc1ccco1)c1ccc(Cl)cc1
23. Cn1c(SCCC(=O)O)nnc1-c1ccncc1
24. O=C(CN1C(=O)COc2ccc(S(=O)(=O)N3CCCC3)cc21)N1CCCC1

entry no.	19	20	21	22	23	24
IL-1B inflam inh	-96*	-24	0	-5	9	-7
HEK293 tox	7%	-12%	-10%	1%	4%	0%
KB-V1 MDR tox	?	0%	-10%	?	9%	4%
MCF10A rerep	?	-7%	-9%	5%	1%	10%
D3 ag	6	3	-2	0	8	0
HT1080 IDH1KD tx	22%	-6%	4%	-11%	-4%[9.24 µM]	14%
KB-3-1 cytotox	8%	4%	-2%	-1%	3%	20%
SW480 rerep	?	5%	-44%[inhibitor]	4%	2%	-2%
HT1080-NT tox	17%	-8%	-1%	-6%	9%	17%

25. COc1ccccc1CNS(=O)(=O)c1cc2c3c(c1)CCC(=O)N3CCC2
26. Cc1c(C(c2ccc(F)cc2)c2c(C)n(C)n(-c3ccccc3)c2=O)c(=O)n(-c2ccccc2)n1C
27. CCOc1ccc(NC(=O)CN(C)C(=O)c2ccc3c(c2)C(=O)N(CCC(C)C)C3=O)cc1OCC
28. O=C(CCc1nnc(COc2ccccc2)o1)NCc1ccc(Cl)s1
29. O=C(O)c1ccc(C2SCC(=O)N2Cc2ccco2)cc1 (stereo unspecified)
30. COC(=O)c1sc(-c2ccccc2)cc1NC(=O)C1CC1

entry no.	25	26	27	28	29	30
IL-1B inflam inh	50	8	0	13	12	114
HEK293 tox	1%	-26%	10%	9%	-3%	12%
KB-V1 MDR tox	-15%	-3%	4%	?	-4%	-26%
MCF10A rerep	-1%	9%	-3%	0%	0%	4%
D3 ag	-4	12	-16	-5	4	5
HT1080 IDH1KD tx	7%	2%	11%	-4%	4%	-25%
KB-3-1 cytotox	-10%	0%	-1%	13%	-3%	19%
SW480 rerep	-51%[inhibitor]	-1%	-11%	-8%	3%	-8%
HT1080-NT tox	-4%	5%	-5%	2%	2%	-3%

3 structures from above, arranged by molecular weight, ascending:
29. O=C(O)c1ccc(C2SCC(=O)N2Cc2ccco2)cc1 (stereo unspecified)
25. COc1ccccc1CNS(=O)(=O)c1cc2c3c(c1)CCC(=O)N3CCC2
26. Cc1c(C(c2ccc(F)cc2)c2c(C)n(C)n(-c3ccccc3)c2=O)c(=O)n(-c2ccccc2)n1C

entry no.	29	25	26
IL-1B inflam inh	12	50	8
HEK293 tox	-3%	1%	-26%
KB-V1 MDR tox	-4%	-15%	-3%
MCF10A rerep	0%	-1%	9%
D3 ag	4	-4	12
HT1080 IDH1KD tx	4%	7%	2%
KB-3-1 cytotox	-3%	-10%	0%
SW480 rerep	3%	-51%[inhibitor]	-1%
HT1080-NT tox	2%	-4%	5%

(continued)
31. COc1ccccc1-c1cccc(-c2nc(C(=O)Nc3nccs3)cc3c2[C@@H](CCO)N(C(=O)CC2CC2)C3)c1
32. Cc1cc(C)cc(NC(=O)CCCn2nc(C)c3c(C)n(-c4ccccc4)nc3c2=O)c1
33. CC1(C)NC(=O)N(CC(O)Cn2c3ccccc3c3ccccc32)C1=O (stereo unspecified)
34. COC(=O)CNC(c1ccccc1Cl)c1cc(Br)ccc1NC(=O)CCN1CCOCC1 (stereo unspecified)
35. CCCCn1nnnc1C(CC)N1CCN(C/C=C/c2ccccc2)CC1 (stereo unspecified)
36. O=C(CC1N=C2c3ccccc3N=C(SCc3ccccc3F)N2C1=O)NCc1cccs1 (stereo unspecified)

entry no.	31	32	33	34	35	36
IL-1B inflam inh	?	1	-7	?	-12	nt
HEK293 tox	-2%	5%&1%	3%	-2%	2%	1%
KB-V1 MDR tox	?	13%&-2%	2%	?	?	17%
MCF10A rerep	nt	-8%	0%	?	nt	nt
D3 ag	0	3&2	3	-3	-16	9
HT1080 IDH1KD tx	2%	-1%	5%	-21%	-3%	nt
KB-3-1 cytotox	-12%	0%&3%	8%	?	-12%	-2%
SW480 rerep	nt	-9%	0%	?	nt	nt
HT1080-NT tox	-11%	0%	1%	-27%	0%	nt

37. CCC(CO)Nc1ccn2nc(-c3ccccc3)cc2n1 (stereo unspecified)
38. COc1ccc(CN2CCNC(=O)C2CC(=O)N(C)Cc2nccs2)c(OC)c1 (stereo unspecified)
39. CCOC(=O)CC1COCCN1C(=O)c1cc(COc2ccccc2SC)on1 (stereo unspecified)
40. Cc1ccc2[nH]c(=O)c(CN(c3cccc(C)c3C)S(=O)(=O)c3ccccc3)cc2c1
41. COc1cc(C)c(Br)cc1S(=O)(=O)NCCCN1CCOCC1
42. Cc1cc(OCC(=O)OCC(=O)NC2CCS(=O)(=O)C2)ccc1Cl (stereo unspecified)

entry no.	37	38	39	40	41	42
IL-1B inflam inh	24	15	20	5	1	-17
HEK293 tox	-5%	-6%	1%	0%	3%	-17%
KB-V1 MDR tox	-11%	19%	?	?	5%	16%
MCF10A rerep	nt	-6%	nt	?	1%	nt
D3 ag	5	2	5	4	6	0
HT1080 IDH1KD tx	20%	13%	-1%	?	29%	13%
KB-3-1 cytotox	0%	1%	0%	6.5µM*	4%	0%
SW480 rerep	nt	-1%	nt	21%	-19%	nt
HT1080-NT tox	13%	8%	1%	22%	7%	18%

43. CCOC(=O)C1CCCN(C(=O)Cn2c(=O)c3cccn3c3cccnc32)C1 (stereo unspecified)
44. COc1cc(OC)nc(Nc2nc(C(N)c3ccccc3Cl)cs2)n1 (stereo unspecified)
45. Cc1ccc(C)c(NC(=O)CN(C)C(=O)c2ccc(S(=O)(=O)N(C)c3ccccc3)cc2)c1
46. O=C(NC1CCCC1)C(c1cccs1)N(CC1CCCO1)C(=O)Cc1cccs1 (stereo unspecified)

entry no.	43	44	45	46
IL-1B inflam inh	17	nt	-11	6
HEK293 tox	2%	-15%	-32%	-12%
KB-V1 MDR tox	5%	?	0%	-10%
MCF10A rerep	7%	nt	13%	1%
D3 ag	1	6	-6	-8
HT1080 IDH1KD tx	3%	?	0%	4%
KB-3-1 cytotox	10%	-1%	1%	-14%
SW480 rerep	-1%	nt	1%	1%
HT1080-NT tox	6%	?	6%	0%
